# Source: PubChem BioAssay (National Center for Advancing Translational Sciences (NCATS))
# TCR act: T cell receptor activation. primary human leukocytes, anti-CD3, IL-2 HTRF, 48 h. Potency, µM (doses to about 9.22 µM), without a hit: top-dose activation of IL-2 secretion, most hits filed as activators. 330,000 tested, under 10 active. AID 504894; also: % of control where 0% means no effect
#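 Compounds are tested in HTS on primary human leukocytes co-incubated with a-CD3 beads for 48 hr. IL-2 output is measured by time-resolved FRET.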
# B2AR arrestin: agonists driving beta-arrestin recruitment to human beta2-adrenergic receptor. P07550. beta-arrestin recruitment to beta2AR, cell-based reporter. Potency, µM (series often up to 46.1 µM), for inactives: at the highest dose activation, actives largely listed as activators. 0.02% of 330,000 active. AID 492947;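 also: potency is read from the fitted curve at half-maximal effect; 0% = DMSO controls and full agonism = EC100 isoproterenol or metaproterenol; nearly all actives have a fitted effect of over 65% in size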
# Target sequence (P07550 whole entry, looked up): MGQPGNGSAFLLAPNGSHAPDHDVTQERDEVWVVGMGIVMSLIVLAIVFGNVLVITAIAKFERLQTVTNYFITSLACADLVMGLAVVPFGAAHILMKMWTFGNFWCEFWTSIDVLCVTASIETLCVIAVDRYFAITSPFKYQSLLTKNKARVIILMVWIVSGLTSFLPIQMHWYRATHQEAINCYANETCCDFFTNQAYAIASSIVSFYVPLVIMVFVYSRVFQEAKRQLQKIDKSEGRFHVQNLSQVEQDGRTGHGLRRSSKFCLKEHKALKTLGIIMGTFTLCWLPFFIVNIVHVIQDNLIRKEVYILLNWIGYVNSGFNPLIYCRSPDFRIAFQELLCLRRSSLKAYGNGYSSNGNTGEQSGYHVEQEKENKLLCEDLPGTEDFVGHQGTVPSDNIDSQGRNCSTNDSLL
# USP2a block: blocks human ubiquitin-specific protease USP2a | O75604 | USP2 core, Ub-CHOP2 coupled fluorogenic reporter, 485/531 | Potency, µM (titrated, usually from 38.3 µM), inactives show at the top dose activity change, negative = inhibition, usual class: inhibitors | 0.01% of 330,000 active | AID 463254;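 also: potency is read from the fitted curve at half-maximal effect; plate controls were DMSO wells for no effect and full inhibition by NEM control for full effect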
#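 Deubiquitinase activity read as fluorescence (485/531 nm) after Ub-CHOP2 cleavage activates the enterokinase reporter on its substrate; USP2 core 10nM, Ub-CHOP2 and substrate 25nM each, 30min compound preincubation then 60min RT; data normalized to NEM, curves fitted.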
# ELG1 DNA repair: blocks ELG1-dependent DNA repair in HEK293T cells | AID 504467 | HEK293T ELG1-luciferase reporter, luminescence, 16 h; DNA damage induced by 5-fluorouridine | Potency, µM (series often up to 46.1 µM), inactives show top-dose activity change, negative = inhibition, hits mostly inhibitors | 2.3% of 330,000 active; also: potency is read from the fitted curve at half-maximal effect; % is scaled to controls: 0 for no effect and ±100 for the full control effect; nearly all actives have a fitted effect of over 55% in size
#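 Overnight (16 hr) co-exposure of 2,000 cells/well to 5-fluorouridine and compound at 37 °C preceded detection. Luciferase was quantified via ONE-Glo luminescence; loss of signal denotes inhibition.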
# Chronic BCR inh: blocks chronic active B-cell receptor signaling | ABC-DLBCL IkBa-CBG/CBR reporter, luminescence ratio, 4 h | Potency, µM (doses to about 46.1 µM), for the others: at the top dose ratio change, negative = lower green/red ratio, usual class: inhibitors | 0.05% of 340,000 active; active = well fitted inhibition curve with a large enough effect in the signal ratio, with a control signal flat, not every such curve was filed as active; inconclusive = small, poorly fitted or top-dose-only effect, or effect the other way, or a change in a side signal; the % refers to the signal ratio;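 also: potency is read from the fitted curve at half-maximal effect; plate controls were basal doxycycline-induced cells for no effect and cells given 10 µM MG132 for full effect; MG132 reads +100%, hits lower the ratio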
#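 TMD8 ABC-DLBCL cells carrying doxycycline-inducible green luciferase fused to IkappaBalpha plus unfused red luciferase were exposed to compounds (up to 46 uM) for 4 hrs at 37C. Activity came from the overlap-corrected green/red luminescence ratio.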
# Eya2 phos inh: Eya2 (human) phosphatase inhibition; recombinant Eya2, OMFP fluorescence dephosphorylation (OMFP is methylfluorescein phosphate); Potency, µM (top dose mostly 76.9 µM), inactives show at the highest dose activity, negative = inhibition, most hits filed as inhibitors; 0.006% of 330,000 active; AID 488837; also: potency is read from the fitted curve at half-maximal effect; % is scaled to controls: 0 for no effect and ±100 for the full control effect
# Target sequence (O00167 whole entry, looked up): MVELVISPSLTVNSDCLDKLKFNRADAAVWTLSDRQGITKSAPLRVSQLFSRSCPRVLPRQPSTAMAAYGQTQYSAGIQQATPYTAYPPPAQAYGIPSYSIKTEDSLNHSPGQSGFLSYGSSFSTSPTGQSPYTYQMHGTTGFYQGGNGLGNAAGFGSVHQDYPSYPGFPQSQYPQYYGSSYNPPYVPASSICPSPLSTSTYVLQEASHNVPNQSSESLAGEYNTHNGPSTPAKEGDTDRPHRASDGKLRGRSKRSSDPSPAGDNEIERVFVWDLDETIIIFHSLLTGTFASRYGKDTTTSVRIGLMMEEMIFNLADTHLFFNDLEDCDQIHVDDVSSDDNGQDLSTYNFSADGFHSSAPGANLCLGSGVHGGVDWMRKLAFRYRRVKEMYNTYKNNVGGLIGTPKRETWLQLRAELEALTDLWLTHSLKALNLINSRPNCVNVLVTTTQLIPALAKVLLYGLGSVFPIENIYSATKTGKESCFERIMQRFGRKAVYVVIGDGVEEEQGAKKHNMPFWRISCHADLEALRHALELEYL
#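 Eya2 protein (added as 0.2 uM solution) was preincubated with compound for 10 min at ambient temperature in 50 mM HEPES pH 7.5, 50 mM NaCl, 5 uM MgCl2, 0.05% BSA, 1 mM DTT. OMFP (added at 50 uM) then reacted 10 min; fluorescence read at 485/525 nm.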
# Mito fusion act: blocks mitochondrial division or promotes mitochondrial fusion | Potency, µM (doses to about 46.1 µM), for inactives: at the highest dose growth rescue (activation), hits mostly activators | AID 485298 | S. cerevisiae fusion-defective mutant growth rescue, CellTiterGlo 48 h | 0.23% of 320,000 active;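 also: potency is read from the fitted curve at half-maximal effect; % of control where 0% means no effect; nearly all actives have a fitted effect of over 45% in size; temperature-sensitive fusion mutants such as fzo1-1 at 37 °C on non-fermentable ethanol glycerol medium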
#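 Luminescent cell viability in 1536-well qHTS format served as the measure of rescued growth in ts fusion-mutant S. cerevisiae cultured on non-fermentable YPEG for 48 hours at 37C.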
# Tb PFK inh: T. brucei PFK enzyme inhibition; O15648; T. brucei PFK, ADP-Glo luminescence; Potency, µM (series often up to 57.5 µM), for the others: top-dose activity, negative = inhibition, most hits filed as inhibitors; 0.17% of 330,000 active; AID 485367;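 also: potency is read from the fitted curve at half-maximal effect; 0% = uninhibited 1x PFK enzyme wells and -100% = no-enzyme wells; nearly all actives have a fitted effect of over 60% in size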
#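 Activity is normalized to no-enzyme wells (full inhibition) and 1.25 nM enzyme wells (no inhibition). Reaction: 0.5 mM F6P, 0.1 mM ATP, 45 min RT, ADP-Glo luminescence; concentration-response curves fitted and classed by quality.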
# uPA generation: inhibitors of cell surface uPA generation; 0.31% of 330,000 active; cell surface uPA generation assay, qHTS; Potency, µM (highest dose often 38.3 µM), for inactives: top-dose activity change, negative = inhibition, usual class: inhibitors; AID 540303; active = well fitted inhibition curve with a large enough effect; inconclusive = small, poorly fitted or top-dose-only effect; inactive = no such curve, though single readings can be large or run the other way; tested in mouse RAW 264.7 cells; also: potency is read from the fitted curve at half-maximal effect; % is scaled to controls: 0 for no effect and ±100 for the full control effect; nearly all actives have a fitted effect of over 55% in size
# TSHR antagonist: blocks TSH signaling through the human TSH receptor; P16473; TSHR-expressing cells, TSH-stimulated cAMP HTRF, 2 h; active compounds read low; activity change, negative = inhibition, % at 11.5 µM; 0.2% of 330,000 active; AID 504810;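 active = activity change below a set negative limit, meaning inhibition stronger than a set level, cut at about -70% in these data; inconclusive = activity change between two set negative limits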; also: % is scaled to controls: 0 for no effect and ±100 for the full control effect
#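 Cell-based HTRF cAMP assay; TSHR cells + compound, TSH EC80 (4nM final), 2 h, 37 deg C. Lysis with anti-cAMP cryptate and cAMP-d2, 30 min RT, read 665/620 nm.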
# PTAP TSG101 blk: blocks PTAP/TSG101 interaction to inhibit HIV-1 budding; Q99816; Fluorescence polarization, FITC-PTAP peptide / Tsg101 binding; Potency, µM (highest dose often 115 µM), for the others: at the highest dose activity change, negative = inhibition, usual class: inhibitors; 340,000 tested, under 10 active; active = well fitted inhibition curve with a large enough effect in the main read-out, with a control signal flat, not every such curve was filed as active; inconclusive = small, poorly fitted or top-dose-only effect, or effect the other way, or a change in a side signal; inactive = no such curve, though single readings can be large or run the other way; also: potency is read from the fitted curve at half-maximal effect; % of control where 0% means no effect
#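 Steps: Tsg101 binding domain dispensed (10 uM final), compounds pinned in DMSO, FITC-labeled PTAP-motif peptide added (50 nM final); after 20 min binding at room temperature, polarization measured.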
# Starred values were filed as active, the others as inactive; ? = inconclusive; nt = not tested or not shown; [ ] = another dose, or the depositor's remark. Unless noted, calls follow the shape of the dose curve; as a rule, active = well fitted curve in the direction sought with a large enough effect; inconclusive = small, poorly fitted or top-dose-only effect, or another doubt; inactive = no such curve, though single readings can be large; an effect the other way counts as inactive or inconclusive.
SMILES,TCR act,B2AR arrestin,USP2a block,ELG1 DNA repair,Chronic BCR inh,Eya2 phos inh,Mito fusion act,Tb PFK inh,uPA generation,TSHR antagonist,PTAP TSG101 blk
Cc1cccn2c(=O)nc(SCC(=O)NC3CCCC3)nc12,-3.0%,-0.2%,1.7%,10.9%,-6.4%,-12.2%,0.9%,-9.5%,1.7%,-2.5,0.0%
CC(C)CC1Nc2ncnc(N3CCN(c4ccccc4)CC3)c2N(Cc2ccccc2)C1=O (stereo unspecified),-6.2%,-0.8%,2.3%,?,-17.0%,8.7%,?,-0.8%,?,-15.4,-6.0%
Cc1ccc(S(=O)(=O)NNC(=O)CC#N)cc1,1.3%,-0.7%,0.1%,2.0%,0.1%,-0.4%,-7.0%,1.9%,5.6%,-5.3,0.1%
CC(C)NC(=S)Nc1ccc(S(=O)(=O)Nc2ncccn2)cc1,-0.6%[46.1 µM],2.9%,1.4%,-9.5%,1.1%,5.0%,1.4%,-5.4%,-3.4%,6.9,-5.1%
CCOc1ccc(OCCOCCNCCOC)cc1,1.2%[46.1 µM],-2.1%,-0.1%,-0.3%,7.2%,3.4%,-0.7%,0.0%,-0.4%,-7.4,-0.4%
Nc1nc2c(nc(N3CCCCC3)n2[C@@H]2O[C@H](CO)[C@@H](O)[C@H]2O)c(=O)[nH]1,7.8%,0.4%,-2.4%,29.3%,-0.6%,5.2%,-11.4%,-2.3%,3.2%,-2.5,-0.5%
O=C(CCC(NC(=O)OCc1ccccc1)C(=O)OCC(=O)N1CCCCC1)OCC(=O)N1CCCCC1 (stereo unspecified),-11.3%,-0.2%,0.6%,-0.5%,-1.3%,23.2%,4.4%,0.8%,-4.0%,-0.6,-7.5%
Cc1ccc(NC(=S)NCc2ccc3c(c2)OCO3)c(C)c1,0.4%,-0.1%,-1.7%,6.1%,-0.8%,-29.8%,0.2%,0.2%,0.0%,20.4,-4.2%
CCOC(=O)N1CCN(C(=O)c2cc(-c3ccc(OCC)cc3)nc3ccccc23)CC1,0.3%,0.2%,2.9%,?,-9.9%,-9.4%,3.3%,-1.1%,nt,-7.2,-3.1%
Cc1cccc(C)c1Nc1c(-c2ccccn2)nc2ccccn12,1.3%,?,1.1%,?,?,-26.6%,-7.2%,-0.2%,4.47µM*,-17.1,-2.3%
COc1ccc(C(=O)C2CCCN(C(=O)C3CCOCC3)C2)cc1OC (stereo unspecified),11.1%,0.1%,3.1%,0.3%,3.4%,1.8%,1.0%,-2.5%,-12.6%,-4.5,2.4%
COc1ccc(-c2noc(CNS(=O)(=O)c3ccc(NC(C)=O)cc3)n2)cc1,-4.4%,-0.1%,3.2%,3.8%,4.6%,-2.1%,-0.2%,-18.7%,-3.3%,4.5,-5.4%
CSc1nc(Cl)c(Cc2ccc(OCC(C)C)cc2)c(N2CCOCC2)n1,3.4%[46.1 µM],-0.9%,3.5%,-21.6%,20.7%,0.0%,2.7%,-6.3%,0.1%,-21.9,0.4%
Oc1ccc(Cl)cc1C=Nc1ccc2c3c(cccc13)CC2,-9.7%[46.1 µM],5.7%,-0.1%,-9.6%,-3.8%,2.9%,5.2%,-4.1%,-2.8%,-0.7,-0.9%
CS(=O)(=O)Cc1ccc(C(=O)N2CCCC2c2cccs2)cc1 (stereo unspecified),10.5%,-0.6%,-0.8%,10.9%,-4.7%,-20.4%,2.6%,-9.4%,1.2%,25.3,-3.2%
CCn1c(=S)sc2c(=O)n(CC(=O)Nc3cc(OC)ccc3OC)c(C)nc21,-0.1%,0.4%,0.8%,?,-8.8%,-1.6%,-10.7%,1.7%,5.3%,-0.8,-5.0%
COC(=O)CCC(=O)N1CCC(CCC(=O)NCc2ccc(F)cc2)CC1,-2.0%,3.0%,1.8%,15.5%,-0.4%,-10.5%,2.0%,-8.9%,-1.6%,7.2,1.1%
CC1(C)SC2c3ccccc3C(=O)N2[C@@H]1C(=O)O (stereo partly specified),-8.6%,0.3%,0.6%,10.0%,-0.2%,7.8%,0.6%,-1.3%,-2.4%,-5.7,2.5%
O=S(=O)(c1ccccc1)N(Cc1cccc(F)c1)c1ccccc1,nt,-0.8%,-1.2%,-14.1%,2.7%,0.1%,1.6%,-1.3%,0.3%,7.6,-0.2%
O=C(O)c1ccc2c(c1)C(=O)N([C@H](Cc1ccc(F)cc1)C(=O)O)C2=O,nt,-1.0%,1.3%,nt,-5.4%,7.1%,-3.0%,-6.5%,nt,10.9,nt
CCOC(=O)c1cccc(NC(=O)C2CCCO2)c1 (stereo unspecified),4.3%,-0.2%,-0.2%,13.0%,-0.2%,-13.8%,-1.3%,?,3.5%,-4.1,-6.5%
COc1ccccc1OCC(=O)Nc1ccc(S(=O)(=O)N2CCN(C)CC2)cc1,-8.8%,0.2%,-1.2%,-7.0%,0.8%,6.9%,-5.8%,0.0%,-3.8%,-1.9,-5.4%
O=C1C2CC=CCC2C(=O)N1c1ccc(NCCc2ccc(Cl)cc2)c([N+](=O)[O-])c1 (stereo unspecified),-3.4%[46.1 µM],0.0%,2.2%,-5.0%,-1.1%,1.8%,15.5%,-2.0%,-0.3%,2.3,1.2%
O=C(CSc1ccc(-c2ccccn2)nn1)Nc1ccc(F)cc1F,0.7%,-0.4%,1.0%,?,0.9%,-26.4%,-5.9%,0.7%,0.4%,1.7,-3.7%
O=C(CCn1c(=O)sc2ccccc21)NCCCn1ccnc1,2.6%[46.1 µM],-0.1%,3.5%,?,1.5%,-14.0%,-1.9%,1.6%,-9.3%,3.4,-0.5%
Cc1cnc(C(=O)Nc2cccc(-c3nnc4n3CCCCC4)c2)cn1,-9.1%,-0.1%,-0.8%,-3.3%,0.6%,12.8%,-5.2%,-0.8%,3.0%,3.9,-0.1%
COc1ccc(-n2c(C)cc(=O)[nH]c2=O)cc1,5.3%,-0.6%,-0.8%,29.0%,0.7%,5.4%,-1.0%,2.3%,2.1%,7.8,1.1%
CN(CC(=O)Nc1ccccc1C(F)(F)F)C(=O)C1CCN(S(=O)(=O)c2ccc3c(c2)OCCO3)CC1,2.8%,0.1%,0.4%,18.1%,-11.5%,-2.3%,0.0%,3.5%,-1.3%,1.6,-0.1%
COc1ccccc1OCCCCOc1ccccc1C(C)=O,1.3%[46.1 µM],0.2%,-0.8%,?,-2.9%,-8.9%,10.0%,0.0%,-4.8%,-16.9,-1.5%
COc1ccccc1N1CCN(C(=O)CNC(=O)c2ccc(Cl)cc2Cl)CC1,-4.2%,-0.5%,2.6%,?,7.0%,5.3%,-1.0%,-2.8%,-1.7%,-3.4,-4.0%
CC(=O)Nc1ccc2c(c1)n(C)c(=O)n2C,nt,0.2%,1.9%,?,4.9%,12.6%,1.3%,0.7%,6.0%,3.6,3.3%
O=C(O)c1cn(-c2ccccc2)nc1-c1ccncc1,-0.4%,-0.2%,-1.1%,-1.3%,0.1%,-26.3%,-3.4%,6.0%,1.3%,-12.7,-4.7%
COCCSc1ccccc1C(=O)NCc1ccc(S(N)(=O)=O)cc1,nt,-0.1%,-1.6%,?,-1.4%,15.4%,-1.8%,-10.0%,-2.6%,11.7,nt
Cc1ccc(NC(=O)CN2CCN(C)CC2)cc1Br,11.5%,0.4%,-0.3%,-11.2%,1.0%,-1.4%,-13.2%,0.5%,8.3%,12.2,-4.1%
CC(C)(C)NC(=O)C(c1ccncc1)N(C(=O)Cn1nnc(-c2ccc(F)cc2)n1)c1cccc(F)c1 (stereo unspecified),1.5%,0.2%,0.7%,3.3%,-13.3%,-8.2%,-0.5%,-0.1%,-2.2%,-10.3,-2.5%
COc1ccc(OC)c(NC(=O)c2ccccc2NS(=O)(=O)c2cccc3cccnc23)c1,-0.9%,0.2%,3.2%,14.1%,?,5.1%,13.9%,-0.5%,1.4%,-0.2,-1.8%
O=C1N(c2ccc(Cl)cc2)C(c2ccccc2)N2CCCN12 (stereo unspecified),0.5%[46.1 µM],-0.4%,4.2%,16.0%,?,-5.8%,3.0%,-3.1%,-7.9%,12.3,-0.1%
O=C(Nc1ccccc1C(=O)N1CCCC1)C1CCN(c2ncccn2)CC1,nt,0.0%,-3.1%,?,-1.5%,-17.3%,3.0%,4.1%,nt,-3.6,-0.9%
c1ccc2c(c1)nc(NC1CCCCC1)c1nncn12,1.6%[46.1 µM],-0.3%,1.1%,?,2.1%,5.9%,14.0%,?,4.4%,31.9,-4.5%
CCOc1cc(/C=C2/NC(=O)N(CC(=O)Nc3cccc(C)c3)C2=O)ccc1O,-4.7%[46.1 µM],0.3%,-1.1%,-12.9%,17.6%,4.2%,-2.3%,-2.3%,-5.6%,8.2,-5.4%
CC(C)N1CC(O)=C(c2nc3ccccc3[nH]2)C1=N,7.7%,-1.7%,-1.6%,?,-19.0%,-8.1%,-3.0%,-1.3%,-18.4%,4.8,-1.1%
